# Assay outcomes: PubChem, several laboratories
# TWEAK Fn14 block: blocks TWEAK-Fn14 interaction in a reporter cell assay | TWEAK-stimulated Fn14 reporter cells, luciferase luminescence, 8 h | inhibition, % at 10 µM | actives 2% (n = 360,000) | AID 1159606; in the data active means inhibition above about 50%
# COUP-TFII inh: inhibitors of human COUP-TFII (NR2F2). P24468. HEK293T NGFI-A luciferase reporter, luminescence. inhibition, % at 8.6 µM. actives 0.7% (n = 370,000);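 active means inhibition above a per-plate cutoff, mean inhibition of test wells between control levels plus 3 SD, cut at about 38% in these data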;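 further: cells cotransfected with COUP-TFII expression vector driving the NGFI-A reporter; 0% = median of COUP-TF2 test wells and 100% = reporter-only cells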
# NCOA1 inh: inhibitors of human steroid receptor coactivator 1 (SRC1); HEK293 GAL4-SRC1 luciferase reporter, luminescence; inhibition, % at 3.6 µM; actives 0.12% (n = 360,000); AID 588354;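 active means inhibition above the campaign mean plus 3 SD, with each screening campaign given its own cutoff, cut at about 60% in these data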;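 further: 0% = DMSO treated cells and 100% = gossypol at 36 µM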
# SRC3 inh: inhibits human SRC3 coactivator | actives 0.17% (n = 360,000) | AID 588352 | HEK293 GAL4-SRC3 luciferase reporter, luminescence | inhibition, % at 3.6 µM | Q9Y6Q9;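 active means inhibition above a per-campaign cutoff, the mean of all compounds plus 3 SD, cut at about 60% in these data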;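 further: 0% = DMSO-treated cells and 100% = gossypol-treated cells at 36 µM; higher means less SRC3-driven luciferase light from the GAL4 reporter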
# C8 TRAIL sens: caspase-8 TRAIL sensitization; NB7+C8 cells + TRAIL, ATPlite viability luminescence; inhibition (viability loss, TRAIL sensitization), % at 10 µM; actives 1% (n = 360,000); AID 624354;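 active means compounds causing at least 50% loss of cell viability in the single-dose screen, relative to plate controls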
# CF NFkB block: cystic fibrosis NF-kB activation inhibition | KKLEB NF-kB-GFP reporter, PAF-induced, GFP fluorescence overnight | inhibition, % at 5 µM | actives 0.86% (n = 360,000);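 active means at least 50% inhibition at 5 µM, scaled per plate between neutral and stimulator controls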;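 further: PAF is a Pseudomonas aeruginosa culture filtrate used as stimulus; plate controls were PAF-stimulated DMSO wells for no effect and unstimulated DMSO wells for full effect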
# NCOA2 inhibitor: human SRC2 (NCOA2) inhibition; actives 0.17% (n = 370,000); AID 651957; Q15596; HEK293 GAL4-SRC2 luciferase reporter, luminescence; inhibition, % at 9 µM;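 active means inhibition above the mean inhibition of all tested compounds plus 3 SD, set per campaign, cut at about 52% in these data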;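 further: 0% = DMSO treated cells and 100% = cells given Gossypol at 36 µM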
# NR5A2 inv ag: inverse agonists of human LRH-1 (NR5A2); HEK293T StAR-luciferase reporter, LRH-1 transfected, 24 h; actives 0.13% (n = 360,000); inhibition, % at 3.6 µM; AID 602396;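 active means inhibition above the mean inhibition of all tested compounds plus 3 SD, cut at about 73% in these data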;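 further: 0% = DMSO wells and 100% = reporter-only cells lacking LRH-1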
# Target sequence (O00482 whole entry, looked up): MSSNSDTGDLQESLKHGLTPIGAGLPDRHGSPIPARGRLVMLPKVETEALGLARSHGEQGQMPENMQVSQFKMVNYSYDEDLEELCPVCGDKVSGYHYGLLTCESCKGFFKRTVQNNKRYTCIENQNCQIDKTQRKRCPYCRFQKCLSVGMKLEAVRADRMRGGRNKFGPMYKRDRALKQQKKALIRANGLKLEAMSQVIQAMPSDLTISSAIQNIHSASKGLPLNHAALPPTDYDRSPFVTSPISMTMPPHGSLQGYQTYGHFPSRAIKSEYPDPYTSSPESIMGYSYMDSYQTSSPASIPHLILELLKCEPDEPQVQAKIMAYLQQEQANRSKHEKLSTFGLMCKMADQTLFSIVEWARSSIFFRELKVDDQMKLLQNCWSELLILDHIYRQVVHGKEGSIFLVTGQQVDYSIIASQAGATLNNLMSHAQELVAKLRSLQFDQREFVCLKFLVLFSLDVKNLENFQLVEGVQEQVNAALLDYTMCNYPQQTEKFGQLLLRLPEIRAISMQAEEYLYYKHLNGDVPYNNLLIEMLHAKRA
# TROY signal inh: TROY signaling inhibition; Q293 LMP1-TROYcd NF-kB luciferase reporter, 4 h; inhibition, % at 10 µM; actives 0.98% (n = 360,000); AID 1347056;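 active means compounds whose plate-normalised and pattern-corrected inhibition of the luciferase reporter signal at the single screening dose is 50% or more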
# KKLEB tox: reduces viability of KKLEB cystic fibrosis airway cells | activity change (cytotoxicity), % at 5 µM | actives 0.36% (n = 360,000) | KKLEB CF airway cells viability, ATPlite luminescence, overnight; active compounds read low; cells stimulated with P. aeruginosa culture filtrate | AID 602141;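 active means corrected activity change at or below -50% at 5 µM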
# LMP1 NFkB inh: Epstein-Barr LMP1 NF-kappaB reporter inhibition | LMP1-induced NF-kappaB luciferase reporter cells, luminescence | inhibition, % at 12.5 µM | AID 504558 | actives 0.69% (n = 350,000); in the data active means inhibition above about 41%;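 further: 0% = neutral control wells and 100% = reference inhibitor control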
# * hit, by the source's call; . = no result given.
SMILES,TWEAK Fn14 block,COUP-TFII inh,NCOA1 inh,SRC3 inh,C8 TRAIL sens,CF NFkB block,NCOA2 inhibitor,NR5A2 inv ag,TROY signal inh,KKLEB tox,LMP1 NFkB inh
Nc1ncnc2c1ncn2[C@@H]1O[C@H](C(=O)N2CCN(Cc3ccccn3)CC2)[C@@H](O)[C@H]1O,-6,.,3,6,9,12,.,15,2,-1,.
COc1ccc(-c2cc(C(=O)Nc3c(C)nn(Cc4ccccc4)c3C)no2)cc1,2,18,4,13,9,23,-6,11,8,-42,14
CCOc1ccc(C2CC(=O)NC3=C2C(=O)CCC3)cc1 (stereo not drawn),0,-3,6,1,-13,-5,3,3,-5,-2,7
Cc1coc2c(C)c3oc(=O)c(CCC(=O)NCCCN4CCCC4=O)c(C)c3cc12,-3,-18,2,0,-4,23,-17,-10,-2,-4,-3
O=C(CSc1nc(C2CC2)nc2ccccc12)N1c2ccccc2Sc2ccccc21,17,4,-14,-3,9,25,-14,2,22,-11,-3
CN(C)Cc1c[nH]c2nc[nH]c(=O)c12,3,3,-8,11,-15,-26,-43,-11,-2,9,-2
NC(=O)c1ccccc1OCC(=O)N1CCCC1c1ccc2c(c1)OCCCO2 (stereo not drawn),3,-2,-23,-26,-23,15,-2,14,12,-15,3
COc1cccc(CNC(=O)C(c2ccc(Cl)cc2)C(C)C)c1 (stereo not drawn),-4,-1,-17,-2,0,2,-16,-15,-3,-9,0
O=C(Cn1c(=O)oc2cc(S(=O)(=O)N3CCCC3)ccc21)NCc1ccccn1,5,-19,-7,11,7,-10,5,6,13,-7,-4
Cc1cc(NC(=O)CSc2nc(C)c(C)n2CC(C)C)no1,-3,13,3,-10,1,-29,1,2,2,6,1
Cn1cccc1/C=N/NC(=O)C(O)c1ccccc1 (stereo not drawn),10,7,0,2,-5,0,-3,-15,3,0,1
CCC(C)C1C(C#N)=C(N)Oc2n[nH]c(-c3ccccc3)c21 (stereo not drawn),31,-11,-24,9,3,16,26,-7,13,7,-7
O=C(Oc1ccccc1C(=O)N1CCOCC1)c1cccc(Br)c1,-2,19,-16,3,-5,-6,-17,2,-5,2,-5
N#Cc1cc(-c2ccccc2)nnc1Sc1ccccc1,-2,-6,-16,-15,-9,-3,2,-31,-23,-4,-8
Nc1nonc1C(=O)N/N=C/c1cc2c(cc1[N+](=O)[O-])OCO2,19,9,0,-6,3,-5,10,-1,9,5,-2
CCOC(=O)C1CCN(C(=O)c2ccco2)CC1,8,-8,-18,7,-4,3,-7,-17,-9,-12,7
COC(=O)c1ccc(C)c(NC(=O)c2c(-c3ccccc3)noc2C)c1,-11,6,9,6,-13,-29,-49,20,3,-8,-4
COCCNC(=O)c1cc2cc3ccc(OC)cc3nc2o1,-36,0,-15,-14,-9,-7,-41,-23,-45,11,-7
CC(C)CN1C(=O)c2ccc(NC(=O)c3ccco3)cc2C1=O,-23,-21,-25,-10,2,-12,-15,-26,-43,6,-9
NCCCC[C@H]1CNC(=O)C(=O)N1CCc1cccc(F)c1,-7,6,-20,9,-3,-6,-2,9,-21,2,-5
O=C(NCc1cccnc1)c1csc([C@H]2C[C@H](O)[C@@H](CO)O2)n1,10,-5,-19,2,-5,-12,-2,-44,5,8,.
Cc1cccc(/C=N/NC(=O)Cc2ccc(Cl)cc2)c1O,-2,11,8,20,23,20,0,-7,3,-10,27
CCNc1nc(NCC)nc(N/N=C/c2ccc(OC)cc2)n1,-1,-15,5,13,-2,-8,13,-11,-2,0,.
CC(=O)Nc1cccc(C(=O)Oc2cccc(C)c2)c1O,13,-1,-8,2,-7,12,7,-2,-28,0,-1

# Structures from the list above that contain four or more nitrogen atoms, in the order listed:
SMILES,TWEAK Fn14 block,COUP-TFII inh,NCOA1 inh,SRC3 inh,C8 TRAIL sens,CF NFkB block,NCOA2 inhibitor,NR5A2 inv ag,TROY signal inh,KKLEB tox,LMP1 NFkB inh
Nc1ncnc2c1ncn2[C@@H]1O[C@H](C(=O)N2CCN(Cc3ccccn3)CC2)[C@@H](O)[C@H]1O,-6,.,3,6,9,12,.,15,2,-1,.
COc1ccc(-c2cc(C(=O)Nc3c(C)nn(Cc4ccccc4)c3C)no2)cc1,2,18,4,13,9,23,-6,11,8,-42,14
CN(C)Cc1c[nH]c2nc[nH]c(=O)c12,3,3,-8,11,-15,-26,-43,-11,-2,9,-2
O=C(Cn1c(=O)oc2cc(S(=O)(=O)N3CCCC3)ccc21)NCc1ccccn1,5,-19,-7,11,7,-10,5,6,13,-7,-4
Cc1cc(NC(=O)CSc2nc(C)c(C)n2CC(C)C)no1,-3,13,3,-10,1,-29,1,2,2,6,1
CCC(C)C1C(C#N)=C(N)Oc2n[nH]c(-c3ccccc3)c21 (stereo not drawn),31,-11,-24,9,3,16,26,-7,13,7,-7
Nc1nonc1C(=O)N/N=C/c1cc2c(cc1[N+](=O)[O-])OCO2,19,9,0,-6,3,-5,10,-1,9,5,-2
CCNc1nc(NCC)nc(N/N=C/c2ccc(OC)cc2)n1,-1,-15,5,13,-2,-8,13,-11,-2,0,.

# Part of the list above, field by field:
Molecule: Cc1coc2c(C)c3oc(=O)c(CCC(=O)NCCCN4CCCC4=O)c(C)c3cc12
- TWEAK Fn14 block: -3
- COUP-TFII inh: -18
- NCOA1 inh: 2
- SRC3 inh: 0
- C8 TRAIL sens: -4
- CF NFkB block: 23
- NCOA2 inhibitor: -17
- NR5A2 inv ag: -10
- TROY signal inh: -2
- KKLEB tox: -4
- LMP1 NFkB inh: -3

Molecule: COc1cccc(CNC(=O)C(c2ccc(Cl)cc2)C(C)C)c1 (stereo not drawn)
- TWEAK Fn14 block: -4
- COUP-TFII inh: -1
- NCOA1 inh: -17
- SRC3 inh: -2
- C8 TRAIL sens: 0
- CF NFkB block: 2
- NCOA2 inhibitor: -16
- NR5A2 inv ag: -15
- TROY signal inh: -3
- KKLEB tox: -9
- LMP1 NFkB inh: 0

# Rows were taken by chance; about 4.2% have a hit in one of these screens.
